Large T inhibition – SV40 large T antigen inhibitors, biochemical (AID 1903). actives 0.39% (n = 310,000). SV40 large T antigen ATPase/helicase inhibition assay; higher % means a stronger effect. inhibition, % at 20 µM, or IC50 in µM where a hit was titrated; in the data active = a potency from the dose series; inconclusive = inhibition mostly from about 32% at the one dose, without a potency; inactive = the rest, 99 in 100 with inhibition below about 32%; also: strong numbers were not always called active
K1F lysis inhibition – protection from phage-mediated lysis, alamar blue read-out – E. coli UTI89, K1F phage, bacterial capsule biogenesis inhibitors (AID 488966) | actives 0.02% (n = 340,000) | inhibition, % at 100 µM; hits with a dose series show IC50 in µM | E. coli UTI89 K1F phage lysis, alamar blue, 2 h; higher % means a stronger effect;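 active = phage lysis inhibition, versus mean bacterial control, above a set limit; inconclusive = no clear call, values can overlap the other calls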;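 also: capsule biogenesis inhibitors block K1F phage lysis so surviving cells raise fluorescence; higher fluorescence means more inhibition of phage lysis; actives were called in the ten point dose series up to 300 µM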
ER stress rescue – rescue of cells from ER stress-induced death, primary screen, 384-well, CSM14.1, thapsigargin, ATP luminescence (AID 1222). CSM14.1 thapsigargin-induced death rescue, ATP luminescence; higher % means a stronger effect. cellular ATP content (survival), % at 20 µM, or EC50 in µM where a hit was titrated. 190,000 tested, under 10 active;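 active = EC50 below 50 µM in the dose-response confirmation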;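 also: death triggered by thapsigargin at about 15 µM added after 2 h compound pretreatment; cell ATP read after overnight thapsigargin exposure of roughly 18 to 22 hours; normalized against plate controls of thapsigargin alone and 5% DMSO vehicle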
XIAP antagonists – small molecules displacing peptide from XIAP – biochemical, IAP family, fluorescence polarization (AID 1018); XIAP BIR domain, fluorescence polarization peptide displacement; higher % means a stronger effect; one-dose displacement, % at 20 µM; IC50 in µM for titrated hits; actives 0.007% (n = 200,000); in the data active = displacement above about 50%; also: a part of the inactive calls stands beside numbers as strong as those of hits
Yfh1-off respiration – mitochondrial function rescue without frataxin homolog – Friedreich's ataxia, plus single-dose screen, dose response (AID 1465); S. cerevisiae Yfh1-off respiration, WST-1 reduction, 72 h; higher fold induction means a stronger effect; fold induction at 50 µM; hits with a dose series show EC50 in µM; actives 0.074% (n = 220,000);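 active = fold induction of absorbance versus untreated yeast above a set limit, then at least 30% activation at any dose in follow-up; inconclusive = repeats straddling the limit, or above it without dose testing; inactive = fold induction below the set limit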;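 also: activators that raise dye reduction in frataxin-depleted yeast; strong numbers were not always called active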
RSV CPE inhibition – RSV antiviral activity via CPE protection, HEp-2 cells, primary 10 µM value included (AID 2391); HEp-2 cells, RSV-induced CPE inhibition; higher % means a stronger effect; CPE inhibition, % at 10 µM, or IC50 in µM where a hit was titrated; actives 0.13% (n = 310,000); in the data active = a potency from the dose series; inconclusive = CPE inhibition mostly from about 23% at the one dose, without a potency; inactive = the rest, 99 in 100 with CPE inhibition below about 21%; also: strong numbers were not always called active
WT yeast gro inh – growth inhibition of WT yeast, mitochondrial fusion screen; mitochondrial fusion phenotypic screen, WT strain; inhibition, % at 10 µM; actives 2.1% (n = 190,000); AID 1362; in the data active = inhibition above about 58%; tested in S. cerevisiae
West Nile antiviral – inhibition of WNV-induced cytopathic effect – cell-based, CPE readout (AID 1621). West Nile virus-infected cells, CPE inhibition; higher % means a stronger effect. CPE inhibition, % at 10 µM; hits with a dose series show IC50 in µM. actives 0.02% (n = 290,000); in the data active = a potency from the dose series; inconclusive = CPE inhibition mostly from about 3.7% at the one dose, without a potency; inactive = the rest, 99 in 100 with CPE inhibition below about 2.2%; also: strong numbers were not always called active
NS5 inhibitors – Dengue-2 NS5 methyltransferase inhibitors, primary screen, biochemical, confirmation dose response (AID 588689) | inhibition, % at 25 µM, or IC50 in µM where a hit was titrated | actives 0.3% (n = 340,000) | Dengue-2 NS5 methyltransferase capping enzyme assay, biochemical; higher % means a stronger effect; in the data active = a potency from the dose series; inconclusive = inhibition above about 29% without an active follow-up result
WT yeast gro inh mutant strain – also measured in WT yeast gro inh; calls as there; inhibition, %; mitochondrial fusion phenotypic screen, mutant strain inhibition
Starred values were filed as active, the others as inactive; i = inactive; ? = inconclusive; . = no result given; [ ] = dose if it differs, or a comment.

Under each structure – Large T inhibition	K1F lysis inhibition	ER stress rescue	XIAP antagonists	Yfh1-off respiration	RSV CPE inhibition	WT yeast gro inh	WT yeast gro inh mutant strain	West Nile antiviral	NS5 inhibitors
> O=C(O)c1ccc2c(c1)C(=O)N(c1nccs1)C2=O
→ 32%	0.5%	.	.	i	2.0%	.	.	0.3%	-9%
> CC(C)n1cc(/C=C2/SC(=O)N(CC(=O)N3CCCC3)C2=O)c2ccccc21
→ -1%	-0.6%	-2.4%	-10%	i	1.6%	-2	1	-0.9%	-3%
> Cc1cc(C)c(NC(=O)C2CCCN2C(=O)NC2CCCCC2)c(C)c1 (stereo not drawn)
→ 4%	5.5%	-1.3%	-5.3%	i	1.6%	9	6	0.0%	-3%
> CC(=O)OCC1=C(C(=O)O)N2C(=O)C(NC(=O)CCn3nc(C(F)(F)F)c(Br)c3C3CC3)C2SC1 (stereo not drawn)
→ 21%	0.2%	-9.4%	-9.9%	i	0.0%	-2	12	0.6%	55µM*
> CCN(CC(=O)Nc1ccc2c(c1)OCO2)S(=O)(=O)c1ccccc1
→ 8%	-0.1%	.	.	.	1.7%	.	.	-0.6%	-4%
> COC(=O)C1CN(C(=O)COc2ccc(C)c(C)c2)c2ccccc2O1 (stereo not drawn)
→ 8%	0.1%	.	.	.	3.4%	.	.	-0.1%	-2%
> Cc1ccc(-c2ccc(=O)n(Cc3c(F)cccc3Cl)n2)cc1
→ 2%	2.2%[50 µM]	.	.	.	11%	.	.	-1.4%	-3%
> O=C(O)c1ccc(NS(=O)(=O)c2cccc3nsnc23)cc1
→ 2%	-0.1%	-0.6%	-3.0%	i	0.9%	-7	-1	0.5%	-3%
> O=C1C2C(c3ccccc3)CC=CC2[C@H](c2ccc3ccccc3c2)N1Cc1ccccc1 (stereo partly drawn)
→ -1%	0.2%	.	.	i	-3.6%	.	.	1.4%	-6%
> Cc1ccc(CNC(=O)C2CCCN(c3nc4ccsc4c(=O)s3)C2)cc1 (stereo not drawn)
→ 10%	-0.2%	1.3%	-4.6%	i	-0.5%	-2	-13	0.0%	-8%
> CCOC(=O)c1cnc2ccc(C)cc2c1Sc1ccccc1C(=O)OC
→ 3%	0.2%	-1.1%	-3.0%	.	-0.7%	18	2	.	-5%
> COC(=O)[C@]1(CC(C)C)N[C@H](c2ccc(-c3ccc4c(c3)OCO4)cc2)[C@@H]2C(=O)N(C)C(=O)[C@@H]21
→ 16%	0.8%	.	.	.	3.2%	.	.	.	-10%
> Cc1ccc(N/C(N)=N/c2nc(C(F)(F)F)cc(C(F)(F)F)n2)cc1
→ 15%	0.3%	-1.5%	-1.6%	i	0.8%	-3	11	-0.9%	2%
> Cc1c(CNC2CCCC2)c(C(=O)O)c(C)n1Cc1ccccc1
→ 0%	1.9%	1.6%	3.0%	i	1.5%	-5	-34	-0.1%	-6%
> CCOC(=O)Cc1csc(NC(=O)CS(=O)(=O)Cc2ccccc2)n1
→ -4%	0.1%	-3.4%	-5.8%	i	2.4%	1	-32	1.1%	-7%
> CCCCNC(=O)/C(=C/c1ccccc1)NC(C)=O
→ 10%	1.9%[50 µM]	0.5%	-2.3%	i	0.6%	-10	-2	-0.1%	-7%
> O=S(=O)(NN1CCOCC1)c1ccc(Br)s1
→ 38%	1.0%[50 µM]	.	.	.	0.9%	.	.	0.0%	13%
> COc1ccc(N2CC(O)(c3ccc(F)cc3)[N+]3=C2CCCC3)cc1 (stereo not drawn)
→ 1%	0.6%	-1.5%	1.9%	i	-2.0%	-8	1	1.3%	4%
> COC(=O)CCC(=O)NC(=S)Nc1ccccc1F
→ 6%	-0.3%[50 µM]	-1.5%	-1.0%	i	-1.1%	7	15	-0.4%	5%
> COc1ccc(NC(=S)NC23CC4CC(CC(C4)C2)C3)cc1OC
→ 4%	0.1%	.	.	.	0.8%	.	.	-0.9%	3%
> CCOC(=O)c1c(N/N=C/c2cccnc2)n[nH]c1C
→ 10%	-0.4%	.	.	i	2.2%	.	.	0.0%	9%
> COc1ccc(-c2csc(NC(=O)CSc3nc4ccccc4c(=O)[nH]3)n2)cc1
→ 13%	-0.2%	.	.	.	4.3%	.	.	?	-9%
> CC1CCCN(S(=O)(=O)c2ccc(S(=O)(=O)N3CCCC3)cc2)C1 (stereo not drawn)
→ 7%	0.4%	.	.	.	2.6%	.	.	-0.5%	5%
> NC(=O)CC[C@@H]1NC(=O)[C@@H]2CCCN2C(=O)c2cc([N+](=O)[O-])cc(F)c2NCCC[C@@H](C(N)=O)NC1=O
→ 5%	0.2%	-4.3%	-20%	i	0.4%	-5	-15	0.1%	8%
> O=C(NC1CCCC1)C(c1ccncc1)N(C(=O)c1csnn1)c1ccc(F)c(Cl)c1 (stereo not drawn)
→ -4%	-0.1%	.	.	.	0.7%	.	.	-0.8%	-7%
> CCOC(=O)Cc1cc(=O)n2[nH]c(C)c(-c3ccccc3OC)c2n1
→ 2%	0.2%	0.4%	-3.5%	i	-0.9%	-7	-17	0.5%	.
> Cc1nc(CSc2n[nH]c(=O)n2-c2ccccc2)cs1
→ 2%	0.7%	.	.	i	-0.1%	.	.	-0.3%	-1%
> O=C(NCc1ccc(F)cc1)C(c1ccccc1)N(C(=O)c1csnn1)C1CCCC1 (stereo not drawn)
→ -1%	-0.2%	.	.	.	1.3%	.	.	-0.6%	-10%
> Cc1cc(NC(c2cccnc2)c2c(C)[nH]c3ccccc23)no1 (stereo not drawn)
→ 7%	-0.5%	.	-1.8%	i	0.3%	-10	-15	0.6%	-15%
> COc1ccc(NS(=O)(=O)c2cccc(C(=O)NCC(c3ccccc3)N(C)C)c2)cc1 (stereo not drawn)
→ 0%	1.7%[50 µM]	.	.	.	-1.4%	.	.	.	-4%

3 compounds out of the list above, arranged by the value under RSV CPE inhibition, rising:
molecule	RSV CPE inhibition
Cc1ccc(CNC(=O)C2CCCN(c3nc4ccsc4c(=O)s3)C2)cc1 (stereo not drawn)	-0.5%
NC(=O)CC[C@@H]1NC(=O)[C@@H]2CCCN2C(=O)c2cc([N+](=O)[O-])cc(F)c2NCCC[C@@H](C(N)=O)NC1=O	0.4%
Cc1c(CNC2CCCC2)c(C(=O)O)c(C)n1Cc1ccccc1	1.5%

(list continues)
Under each structure – Large T inhibition	K1F lysis inhibition	ER stress rescue	XIAP antagonists	Yfh1-off respiration	RSV CPE inhibition	WT yeast gro inh	WT yeast gro inh mutant strain	West Nile antiviral	NS5 inhibitors
> COc1cc(C(=O)NCC(=O)NCCSc2ccc(Br)cc2)cc(OC)c1OC
→ 18%	-0.2%[50 µM]	.	.	.	0.3%	.	.	.	3%
> Cc1cc(S(=O)(=O)Nc2ccc(C(=O)NCC(c3ccco3)N(C)C)cc2)ccc1F (stereo not drawn)
→ 28%	0.7%[50 µM]	.	.	.	-2.2%	.	.	.	1%
> O=C(CCN1C(=O)/C(=C/c2ccc(F)cc2)SC1=S)NCCc1ccc(O)cc1
→ .	0.2%	.	.	.	17%	.	.	12%	3%
> COc1ccc(C2=NOC(C(=O)Nc3c(C)n(C)n(-c4ccccc4)c3=O)C2)cc1OC (stereo not drawn)
→ -2%	-1.5%	0.1%	-3.9%	i	1.0%	8	4	0.0%	2%
> COc1cc(C2c3sc(=O)[nH]c3SC3C(=O)N(c4ccc(Br)cc4)C(=O)C32)ccc1O (stereo not drawn)
→ ?	0.1%	.	.	i	0.0%	.	.	-0.2%	12%
> Cc1ccc(-n2c(-c3nn(C)cc3Cl)n[nH]c2=S)cc1
→ 5%	1.4%	-1.0%	-5.9%	i	1.4%	-12	-9	1.4%	-2%
> CCCc1ccc2oc(C(=O)NCc3nnc(C)o3)c(C)c2c1
→ 5%	0.0%	.	.	.	1.4%	.	.	-0.8%	2%
> O=C(CN(c1cc(C(F)(F)F)ccc1Cl)S(=O)(=O)c1ccccc1)NCc1cccnc1
→ 11%	0.1%	.	.	.	0.7%	.	.	-1.4%	2%
> N#Cc1nc(-c2cccs2)oc1NCCc1ccccc1
→ 9%	-0.3%	-0.9%	-5.9%	i	?	2	-3	-0.4%	-4%
> Cc1c(NC(=O)c2cc3c(s2)CCCC3)c(=O)n(-c2ccccc2)n1C
→ 0%	0.3%	-1.0%	-12%	i	0.8%	-4	7	0.5%	-4%
> Cc1[nH]c2ccc(C(=O)NCC(C)(C)N3CCOCC3)cc2c1C
→ 11%	3.3%	1.3%	2.2%	i	-0.8%	-5	-22	-0.5%	-4%
> Cc1ccc2nsnc2c1S(=O)(=O)N(CCO)Cc1cc2cc3c(cc2[nH]c1=O)OCCO3
→ 5%	-0.6%	-0.7%	0.7%	i	2.1%	-9	6	-0.2%	29%
> CCOc1ccc(CN2CCCC(CO)(Cc3ccc(F)cc3)C2)cc1 (stereo not drawn)
→ 14%	-2.4%	.	.	.	0.3%	.	.	-0.7%	5%
> CC(NC(=O)NC1CCCCC1)C(c1cccs1)N1CCN(Cc2ccccc2)CC1 (stereo not drawn)
→ 11%	1.3%	-1.2%	-4.3%	i	-0.3%	3	3	-0.5%	-1%
> c1ccc(Cn2cc(CNc3ccccc3)nn2)cc1
→ 11%	3.3%	.	.	i	2.3%	.	.	-0.7%	0%
> CN1C(=O)C2(c3ccccc31)N(C)CC(c1ccccn1)C21SC(=S)N(Cc2ccco2)C1=O (stereo not drawn)
→ 5%	0.2%	-2.5%	-4.9%	i	6.2%	9	-14	0.3%	-2%
> CC1(C)Oc2ccc3ccc(=O)oc3c2C(/C=N/O)=C1Cl
→ 8%	-0.2%	.	.	.	1.0%	.	.	1.6%	-16%
> COc1ccccc1C(=O)Nc1ccnn1C1CCN(C(=O)c2ccoc2)CC1
→ 27%	2.1%[50 µM]	.	.	.	0.2%	.	.	0.0%	1%
> c1ccc(CC2CNc3ccccc3CN2)cc1 (stereo not drawn)
→ 11%	-0.3%	1.0%	-6.4%	i	-0.4%	-4	26	-0.1%	6%
> O=C(O)COc1cccc(NC(=O)c2ccccc2)c1
→ 13%	5.6%	0.0%	-2.5%	i	7.8%	1	7	0.0%	-1%
> CC(Nc1nc2ncn(Cc3ccccc3)c2c(=O)[nH]1)C(=O)O (stereo not drawn)
→ 6%	-0.1%	1.8%	-2.0%	.	1.3%	9	2	.	1%
> C=CCNC(=O)c1ccc(OC)cc1
→ 2%	-1.0%[50 µM]	.	.	i	0.8%	.	.	0.8%	-5%

An excerpt from above, reduced to WT yeast gro inh mutant strain, WT yeast gro inh and K1F lysis inhibition:
SMILES | WT yeast gro inh mutant strain | WT yeast gro inh | K1F lysis inhibition
Cc1ccc(N/C(N)=N/c2nc(C(F)(F)F)cc(C(F)(F)F)n2)cc1 | 11 | -3 | 0.3%
Cc1c(CNC2CCCC2)c(C(=O)O)c(C)n1Cc1ccccc1 | -34 | -5 | 1.9%
CCOC(=O)Cc1csc(NC(=O)CS(=O)(=O)Cc2ccccc2)n1 | -32 | 1 | 0.1%
CCCCNC(=O)/C(=C/c1ccccc1)NC(C)=O | -2 | -10 | 1.9%[50 µM]
O=S(=O)(NN1CCOCC1)c1ccc(Br)s1 | . | . | 1.0%[50 µM]

Source: PubChem (several laboratories)
